Mdm2 ligase inh: MDM2-luciferase reporter signal enhancers, primary screen, MDM2 E3 ligase inhibitor project, cell-based, luminescence, 1536-well; E3 ubiquitin-protein ligase Mdm2 (Homo sapiens), Q00987; cell-based MDM2 ubiquitination luciferase reporter, 2 h; 0 = plate control, 100 = twice control, blank-subtracted; signal enhancement, % at 5 µM; 210,000 tested, 0.11% active;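 active means signal enhancement of 30% or more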;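 further: luminescence tracks abundance of the self-degrading MDM2-luciferase fusion protein; higher signal means inhibition of MDM2 E3 ligase activity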
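Material: Stable MDM2–luciferase fusion reporter cells | Amount: 2000 cells seeded into each well | Dosing: One concentration, 5 µM, with 0.2% DMSO | Incubation: 4 h cell settling then 2 h compound exposure, 37 °C | Measured by: Luciferase luminescence | Read-out basis: % enhancement relative to plate controls after blank subtraction | Benchmarks: Control and blank well means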
FXIa inh: human FXIa protease inhibitors, primary screen, biochemical, 1536-well; Coagulation factor XI (Homo sapiens), P03951; purified FXIa, Boc-Glu-Ala-Arg-AMC fluorogenic substrate; inhibition, % at 5 µM; 220,000 tested, 0.14% active;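 active means inhibition of at least 40%; inactive means inhibition below 40%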;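 further: fluorescence of freed AMC excited at 355 nm; 0% = enzyme without compound and 100% = no enzyme blank; many of its hits are not listed in these tables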
Rad51 HR inh: human RAD51 strand exchange inhibitors, primary screen, biochemical, fluorescence | inhibition, % at 10 µM | 200,000 tested, 0.085% active | hRad51 DNA strand exchange, fluorescence dequenching | AID 1385, 2008 | DNA repair protein RAD51 homolog 1 (Homo sapiens), Q06609;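 active means inhibition above 40% at the single screening dose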;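 further: 0% = DMSO control wells and 100% = blanks with heterologous ssDNA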
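material = hRad51 filaments on single-stranded DNA | reagent = Donor/quencher-labelled 47-bp dsDNA substrate | compound = 10 µM final, single point | schedule = strand-exchange reaction 15 min at room temperature | measured by = fluorescein emission 520 nm, excitation 485 nm | read-out basis = % inhibition versus plate control and blank means | benchmarks = plate controls and plate blanks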
eIF4E-4G inh: eIF4E–eIF4G protein interaction inhibitors, primary screen, biochemical, uHTS, TR-FRET, eIF4GI fragment; TR-FRET eIF4E-eIF4GI(517-606) binding, 2 h; 220,000 tested, 0.37% active; inhibition, % at 21.7 µM;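 active means inhibition above about 30%, limit read from the data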;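 further: 0% = full FRET control wells and 100% = background wells lacking eIF4GI fragment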
p97 inhibitor: inhibitors of human p97 ATPase, primary screen, biochemical; inhibition, % at 8 µM; 220,000 tested, 0.42% active; recombinant p97 ATPase, Kinase-Glo ATP luminescence, 3 h; Transitional endoplasmic reticulum ATPase (Homo sapiens), P55072; AID 1481, 2009; in the data active means inhibition above about 15%;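 further: 0% = DMSO vehicle and 100% = wells lacking enzyme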
14-3-3 Bad PPI: inhibitors of 14-3-3 zeta/Bad binding, primary screen, biochemical, TR-FRET, bovine 14-3-3 zeta; 14-3-3 protein zeta/delta (Bos taurus), P63103; TR-FRET 14-3-3zeta/Dy647-pBad peptide displacement, 1 h; inhibition, % at 21.7 µM; 220,000 tested, 0.71% active; AID 781, 2007;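 active means inhibition above about 70%, limit read from the data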;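 further: 0% = full 14-3-3 plus peptide FRET controls and 100% = background without 14-3-3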
Target sequence (P63103 whole entry, looked up): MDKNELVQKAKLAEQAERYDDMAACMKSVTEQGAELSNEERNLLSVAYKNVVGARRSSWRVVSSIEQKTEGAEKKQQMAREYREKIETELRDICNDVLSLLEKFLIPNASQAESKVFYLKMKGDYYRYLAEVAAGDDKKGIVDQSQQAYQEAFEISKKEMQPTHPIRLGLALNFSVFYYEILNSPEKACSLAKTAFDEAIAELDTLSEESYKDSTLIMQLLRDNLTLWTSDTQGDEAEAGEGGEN
FXIIa inh: human FXIIa protease inhibitors, primary screen, biochemical, 1536-well. purified FXIIa, Boc-QGR-AMC fluorogenic substrate, 2 h. 220,000 tested, 0.3% active. inhibition, % at 5 µM; in the data active means inhibition above about 40%;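 further: 0% = enzyme with no compound and 100% = blank without enzyme; many of its hits are not listed in these tables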
Wee1 stabilizer: Wee1 degradation inhibitors, primary screen, cell-based, HeLa, Wee1K328M-luciferase, luminescence; Wee1-like protein kinase (Homo sapiens), P30291; HeLa Luc-Wee1K328M stability; 100% = proteasome inhibitor MG132 effect; reporter increase, % at 5 µM; 220,000 tested, 1.2% active; AID 1321, 2008;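 active means activation above the mean of all tested compounds plus 3 SD, set per screening run, cut at about 8.8% in these data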;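 further: cells exposed to compound for 20 h before luminescence read; 0% = DMSO alone and 100% = MG132 at 30 µM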
Target sequence (P30291 whole entry K328M): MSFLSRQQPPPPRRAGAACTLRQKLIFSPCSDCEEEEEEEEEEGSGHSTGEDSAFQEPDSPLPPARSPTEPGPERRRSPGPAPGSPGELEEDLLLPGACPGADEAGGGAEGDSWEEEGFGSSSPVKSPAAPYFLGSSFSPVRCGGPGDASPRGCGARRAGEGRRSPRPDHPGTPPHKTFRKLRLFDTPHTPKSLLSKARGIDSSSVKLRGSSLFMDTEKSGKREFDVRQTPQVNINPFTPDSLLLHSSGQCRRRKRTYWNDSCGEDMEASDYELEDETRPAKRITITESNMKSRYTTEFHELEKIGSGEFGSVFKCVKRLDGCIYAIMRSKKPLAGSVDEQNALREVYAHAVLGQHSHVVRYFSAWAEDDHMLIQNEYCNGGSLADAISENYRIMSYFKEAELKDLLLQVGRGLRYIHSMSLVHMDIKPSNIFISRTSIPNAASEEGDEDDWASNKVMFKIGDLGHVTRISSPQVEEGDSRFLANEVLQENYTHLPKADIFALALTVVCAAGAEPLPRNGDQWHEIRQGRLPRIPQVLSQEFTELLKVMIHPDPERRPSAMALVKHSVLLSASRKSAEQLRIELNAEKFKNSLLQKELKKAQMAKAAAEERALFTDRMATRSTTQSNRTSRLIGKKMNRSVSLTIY
hK5 inh: human KLK5 protease inhibitors, primary screen, biochemical, 1536-well. Kallikrein-5 (Homo sapiens), Q9Y337. recombinant hK5, fluorogenic AMC substrate cleavage. inhibition, % at 5 µM. 210,000 tested, 0.59% active. AID 873, 2007;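 active means inhibition of 40% or more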;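 further: 0% = enzyme controls without compound and 100% = no-enzyme blanks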
Target sequence (Q9Y337 67-293 limits assumed): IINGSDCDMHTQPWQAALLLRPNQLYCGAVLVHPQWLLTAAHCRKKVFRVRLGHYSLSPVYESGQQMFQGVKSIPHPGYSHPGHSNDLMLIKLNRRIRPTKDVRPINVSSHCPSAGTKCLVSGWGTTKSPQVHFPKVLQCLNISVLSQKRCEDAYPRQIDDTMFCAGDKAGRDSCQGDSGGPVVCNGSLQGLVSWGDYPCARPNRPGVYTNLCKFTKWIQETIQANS
The depositor's hits bear a star; . = no result given; [ ] = dose if it differs, or a comment.

SMILES	Mdm2 ligase inh	FXIa inh	Rad51 HR inh	eIF4E-4G inh	p97 inhibitor	14-3-3 Bad PPI	FXIIa inh	Wee1 stabilizer	hK5 inh
CCN(CC)CCSc1nnc2c3ccccc3n(Cc3ccccc3)c2n1	.	-2	36	-15	-1	1	7	-2	4
COc1ccc(C)cc1NC(=O)c1nn(C)cc1Br	6	-5	17	0	1	4	1	1	-3
CCCCCCOc1ccc(N2C(=O)CC(SC(=NCC)NCC)C2=O)cc1 (configuration not stated)	-14	-4	-11	-1	-4	0	8	-1	-8
Cc1n[nH]c(C)c1CCCCOc1ccccc1	-10	-3	-27	2	4	5	2	-5	1
O=C(O)c1cccnc1SCC(=O)C12CC3CC(CC(C3)C1)C2	-12	-6	3	2	3	4	-4	6	-4
CCOc1nc(N2CCOCC2)nc(N2CCOCC2)n1	-8	-5	12	-4	-1	-13	7	2	-2
CC(C)(C)NC(=O)CN(C(=O)c1csnn1)c1cccc2c1CCCC2	-15	-5	1	2	1	0	-10	-1	-25
O=C(CSc1nc2cc3ccccc3cc2[nH]1)Nc1ccc(F)cc1	0	4	0	4	-1	6	11	3	5
COC(=O)c1c(S(N)(=O)=O)c2ccccc2n1C	2	6	-4	-1	4	-1	12	-2	-10
C=CCc1ccc(OCCCCCN2CCOCC2)c(OC)c1	-5	5	-5	-4	-10	38	12	3	-7
CC(C)(C)NC(=O)CSc1ncnc2c1nnn2Cc1ccccc1Cl	-17	-3	2	1[fluorescence artefact?]	7	3[fluorescence artefact?]	6	2	-9
Cc1ccccc1NC(=O)Cc1ccccc1	2	4	-13	-3	1	5[fluorescence artefact?]	12	-2	-8
NCCc1nnc(SCc2ccccc2F)o1	-17	-8	3	-4	2	0	7	-1	-2
Cc1cc(NC(=O)/C=C/c2ccccc2Cl)no1	-2	2	0	1[fluorescence artefact?]	5	0	2	6	-7
Cc1cccc(-c2noc(CCC(=O)NCC3CCCO3)n2)c1 (configuration not stated)	-21	3	-6	-7	-7	-7	17	-1	10
CC1CCCC(C)N1C(=O)CSc1nnc(COc2cccc3cccnc23)o1 (configuration not stated)	-5	-2	-1	1	2	-3	9	-1	-5
O=C(CNC(=O)c1ccco1)OCc1cccc(Cl)c1	0	-22	2	3	-1	6	12	9.4*	5
COc1ccc(C(=O)N2C(=O)c3ccc(N)cc3C2=O)cc1	4	-3	.	8	4	36	3	0	-1
CCc1ccc(NC(=O)CSc2nc(NS(=O)(=O)c3ccccc3)cc(=O)[nH]2)cc1	-5	-3	0	-1	3	0	5	8	3
CCOC(=O)c1ccc(N2C(=O)C(CC(=O)NC)N(CCc3ccc(OC)c(OC)c3)C2=S)cc1 (configuration not stated)	1	6	-3	-1	-1	-3	11	2	0
O=C(Nc1ccc(C(F)(F)F)cc1Cl)c1ccc(Cn2cc(Br)cn2)o1	2	0	5	-1	3	7	18	0	-3
CC(C)NC(=O)c1cc(-c2ccc(Br)cc2)on1	-6	-12	-2	-3	3	-11	-7	2	1
Cc1ccc(Nc2cc(-n3nc(C)cc3C)ncn2)c(C)c1	-8	4	3	-6	-5	0	11	-1	-2
CCC(CC)=NNC(=O)c1ccccc1OCc1ccc(F)cc1	-13	-3	-5	7	-3	4	3	-1	-8
O=C(N/C(=C/C=C/c1ccccc1)C(=O)N1CCOCC1)c1ccccc1Cl	-9	1	6	-3	3	-10	4	2	0
COc1ccc(C/C(N)=N/OC(=O)c2cccs2)cc1	-17	2	.	0	2	-3	13	-1	.
O=C(c1ccco1)N1CCN(C(=O)C2CCCN(S(=O)(=O)c3cccc4nsnc34)C2)CC1 (configuration not stated)	-9	5	0	3	2	3	19	6	2
CC(=O)N1N=C(c2ccc(Cl)cc2)CC1c1ccco1 (configuration not stated)	-54	5	-18	-2	0	6	8	-3	5
Cc1ccc(-c2nc3cnccn3c2Nc2ccc3c(c2)OCO3)o1	-4	-10	-3	6	4	-2	-9	3	-2
O=C(Nc1ccc(F)cc1)C1C2CCC3C(CCC21)C3(Cl)Cl (configuration not stated)	-13	2	.	1	3	-2	5	-1	1
CCOC(=O)C1(CC2CC2)CCN(S(=O)(=O)/C=C/c2ccccc2)CC1	-4	-6	0	1	0	8	1	-3	1
Cc1nn2c(N3CCN(C)CC3)cc(C(C)(C)C)nc2c1-c1ccccc1	-12	9	7	2	-7	5	12	-1	-4
COc1ccc(C2C(=O)N(C3CCCCC3)CC(=O)N2Cc2ccco2)cc1 (configuration not stated)	-10	-5	-1	7[fluorescence artefact?]	3	4	9	1	1
Cc1ccc(S(=O)(=O)Oc2ccc(/C=C3/N=C(c4ccccc4)OC3=O)cc2)cc1	-7	9	9	3	-4	-22	15	-3	-16
Cc1ccc(C(C)C)c(OCC(O)CN2CCOCC2)c1 (configuration not stated)	-14	-7	4	11	-3	50[fluorescence artefact?]	-3	-2	-6
O=C(Nn1c(C2CCCCC2)nc2ccccc2c1=O)c1ccc(Cl)c([N+](=O)[O-])c1	1	4	2	4[fluorescence artefact?]	-2	-8[fluorescence artefact?]	16	4	-16
COc1ccc2nc(N/C(N)=N/C(=S)Nc3ccccc3)nc(C)c2c1	4	-2	25	4	1	-23	5	-1	-2
O=c1c2ccccc2nc2n1CC/C2=C/N1CCN(c2cccc(C(F)(F)F)c2)CC1	-14	6	3	2	4	17[fluorescence artefact?]	11	-1	-5
C=CCNC(=O)NS(=O)(=O)c1ccc(C)cc1	9	-1	-2	-8	-1	0	1	0	-2
CCc1ccccc1NC(=O)COc1ccc2c(c1)OCO2	-11	-4	-9	-1	4	-19	7	-2	7
Cc1cc(C)n(C(=O)c2ccc(C)c(S(=O)(=O)N3CCCCC3)c2)n1	-2	-1	-3	-5	-1	13[fluorescence artefact?]	-6	24*	-4
Cc1cc2oc(=O)cc(Cn3ncc(Cl)c(Cl)c3=O)c2cc1Cl	10	2	.	1	4	-13	7	-1	14
CCCCC(=O)Nc1cccc(NC(=O)c2ccc(Br)cc2)c1	-9	-1	2	-3	-1	0	9	2	2
Cc1cccc(C(=O)Nc2ccc(C)c(OC(=O)c3cccc(C)c3)c2)c1	-2	-3	3	-5	0	-1	14	0	-1
Cc1onc(-c2ccccc2Cl)c1C(=O)NCC(=O)O	3	6	0	5	-2	32	11	0	-4
Cc1c(NC(=O)C(C)OC(=O)COc2cccc3c2OC(C)(C)C3)c(=O)n(-c2ccccc2)n1C (configuration not stated)	-15	1	2	0	-2	1	5	-2	-28
COc1ccc2c(=O)c3c(=O)n(Cc4ccco4)c(-c4ccccc4)nc3oc2c1	6	2	9	3	-2	5	9	-1	-13
Cc1cc(C(=O)N/N=C/C=C/c2ccc3c(c2)OCO3)n[nH]1	-15	7	6	5	-2	-5[fluorescence artefact?]	5	-2	5
CC(=O)NCCCNS(=O)(=O)c1ccc(C)cc1	3	-3	-18	-1	3	-1	8	1	.
O=C(COC(=O)/C=C/c1cccs1)Nc1nc(-c2cccc(Br)c2)cs1	.	-2	-1	-13	5	2	5	2	1
O=C(CCCOc1ccccc1)Nc1cccc(C(=O)O)c1	-15	2	3	1	2	0	11	-1	6
CN(C)/C=C(\C#N)C(N)=C(C#N)C#N	-13	0	-43	-4	7	2	2	1	-4
O=C(CSc1nnc(-c2ccccc2F)n1C1CCCCC1)N1CCCC1	-8	5	4	4[fluorescence artefact?]	-1	6[fluorescence artefact?]	10	-3	8
COc1c(O)cccc1-c1nnn(CCC(=O)OCC(=O)c2ccccc2)n1	-10	9	-3	0	0	-1	3	0	-15
CC1(C)CCCC2=C1CC1C(=O)N(O)C(=O)C1C2 (configuration not stated)	-7	-7	-7	0[fluorescence artefact?]	4	7	-2	2	3
Cc1nn(-c2ccccn2)c2c1C(c1ccccn1)C1=C(CCCC1=O)N2 (configuration not stated)	-15	-13	0	6	2	-12	7	3	-35
CCc1ccccc1NC(=O)C(C#N)Cc1cccnc1 (configuration not stated)	1	-4	7	5	4	-7	4	5	-12
CCOC(=O)NC(Nc1ccc(C)cn1)(C(F)(F)F)C(F)(F)F	-13	0	-20	-1	4	-8	-6	-3	3
CCOC(=O)N1CCN(S(=O)(=O)c2ccc3c(c2)oc(=O)n3C)CC1	.	0	-20	-7	4	-9[fluorescence artefact?]	5	1	-2
COCCNC(=O)Nc1ccc2c(c1)N(C)C(=O)CS2	-2	-8	2	0[fluorescence artefact?]	5	-2	-6	-2	-24

An excerpt from above in order of number of heavy atoms, largest number first:
SMILES	Mdm2 ligase inh	FXIa inh	Rad51 HR inh	eIF4E-4G inh	p97 inhibitor	14-3-3 Bad PPI	FXIIa inh	Wee1 stabilizer	hK5 inh
CCOC(=O)NC(Nc1ccc(C)cn1)(C(F)(F)F)C(F)(F)F	-13	0	-20	-1	4	-8	-6	-3	3
COCCNC(=O)Nc1ccc2c(c1)N(C)C(=O)CS2	-2	-8	2	0[fluorescence artefact?]	5	-2	-6	-2	-24
CN(C)/C=C(\C#N)C(N)=C(C#N)C#N	-13	0	-43	-4	7	2	2	1	-4

More entries follow:
SMILES	Mdm2 ligase inh	FXIa inh	Rad51 HR inh	eIF4E-4G inh	p97 inhibitor	14-3-3 Bad PPI	FXIIa inh	Wee1 stabilizer	hK5 inh
COc1ccccc1C(=O)Nc1ccc(C(=O)N2CCCC2)cc1	-16	-4	-1	-1	2	0	8	0	1
Cc1nn(Cc2ccccc2)c(C)c1NC(=O)CCCn1nc([N+](=O)[O-])cc1C	4	-7	.	4	4	-5	5	-1	-5
CNCC(=O)Nc1ccc(OC(F)(F)F)cc1	-11	-2	-145	-1	-2	-8	6	6	-3
CCc1ccc(-c2cc(C(=O)NN3CCOCC3)c3ccccc3n2)s1	-6	-5	-6	-4	-5	-5	-6	-1	-17
COC(=O)c1c(C(=O)OC)c2cc(C(=O)c3ccccc3)ccn2c1Cl	7	5	8	-1	-4	-1	10	1	-10
CC(=O)c1cnn(-c2ccc(Cl)cc2)c1C	-14	9	9	3	6	-1	4	-2	1
Cc1cc([N+](=O)[O-])ccc1NC(=O)/C=C/c1cccs1	-21	0	-2	-2[fluorescence artefact?]	0	7[fluorescence artefact?]	6	-1	-6
CC(CCc1ccccc1)NC(=O)COC(=O)C12CC3CC(CC(Br)(C3)C1)C2 (configuration not stated)	-11	-7	3	4[fluorescence artefact?]	-6	-7	4	4	-9
Cc1ccc(S(=O)(=O)c2nc(NCc3ccc4c(c3)OCO4)sc2Cl)cc1	-7	7	-6	-19	3	-14	17	3	-9

Printed as active in Wee1 stabilizer (from the list above):
compound	FXIa inh	Rad51 HR inh	eIF4E-4G inh	p97 inhibitor	14-3-3 Bad PPI	FXIIa inh	Wee1 stabilizer	hK5 inh
O=C(CNC(=O)c1ccco1)OCc1cccc(Cl)c1	-22	2	3	-1	6	12	9.4*	5
Cc1cc(C)n(C(=O)c2ccc(C)c(S(=O)(=O)N3CCCCC3)c2)n1	-1	-3	-5	-1	13[fluorescence artefact?]	-6	24*	-4

Compound activity: PubChem BioAssay, several laboratories
